ABHD5-PLIN5 inh = inhibitors of human ABHD5-perilipin-5 interaction | Split G. princeps luciferase complementation, luminescence, 4 h | inhibition, % at 4 µM | actives 0.78% (n = 360,000) | Q00G26+Q8WTS1;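 active = inhibition above the mean inhibition across every tested compound plus 3 SD, cut at about 22% in these data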;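 also: 0% = DMSO only wells and the 100% control is not disclosed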
H9c2 protect = myocardial damage modulation in H9c2 cells; H9c2 cardiomyocytes, H2O2 injury protection, ATPLite, 2 h; protection from H2O2 cell death, % at 20 µM; actives 0.63% (n = 360,000);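 active = compounds giving at least 50% protection of heart cells from peroxide-induced death in the single-dose screen, raw or plate-pattern-corrected value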;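 also: 0% = DMSO wells with peroxide and 100% = DMSO wells without peroxide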
m5-HT2A agonist = mouse HTR2A agonism via beta-arrestin recruitment | activation, % at 7.6 µM | CHO-K1 mHTR2A beta-arrestin complementation, luminescence; percent of 30 µM serotonin response | actives 0.66% (n = 360,000) | P35363;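 active = activation above a run cutoff, the mean activation of all tested compounds plus 3 SD, cut at about 14% in these data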;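 also: 0% = plate median of compound wells and 100% = 30 µM serotonin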
Target sequence (P35363 whole entry, looked up): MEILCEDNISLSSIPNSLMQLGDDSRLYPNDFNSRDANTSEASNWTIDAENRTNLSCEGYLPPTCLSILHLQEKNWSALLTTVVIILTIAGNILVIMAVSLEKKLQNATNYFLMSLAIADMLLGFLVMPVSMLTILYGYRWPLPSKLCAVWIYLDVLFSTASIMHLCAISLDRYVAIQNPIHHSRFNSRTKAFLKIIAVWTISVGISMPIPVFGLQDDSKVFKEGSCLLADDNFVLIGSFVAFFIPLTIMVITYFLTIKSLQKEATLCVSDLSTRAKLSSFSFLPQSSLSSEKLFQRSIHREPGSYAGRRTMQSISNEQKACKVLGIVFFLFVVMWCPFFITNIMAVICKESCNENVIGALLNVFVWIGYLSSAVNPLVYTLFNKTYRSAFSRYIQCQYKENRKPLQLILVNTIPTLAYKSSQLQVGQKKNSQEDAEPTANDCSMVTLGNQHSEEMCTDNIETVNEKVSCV
MC4R antagonist = human MC4R antagonism in cAMP assay; MC4R-expressing cells, MTII-stimulated cAMP, LANCE TR-FRET; inhibition, % at 6.5 µM; actives 0.48% (n = 360,000); AID 540295;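 active = inhibition above its plate's cutoff, the mean of tested wells on that plate plus 3 SD, cut at about 29% in these data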;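 also: 0% = Melanotan II alone and 100% = Melanotan II plus saturating MCL0020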
Target sequence (P32245 whole entry, looked up): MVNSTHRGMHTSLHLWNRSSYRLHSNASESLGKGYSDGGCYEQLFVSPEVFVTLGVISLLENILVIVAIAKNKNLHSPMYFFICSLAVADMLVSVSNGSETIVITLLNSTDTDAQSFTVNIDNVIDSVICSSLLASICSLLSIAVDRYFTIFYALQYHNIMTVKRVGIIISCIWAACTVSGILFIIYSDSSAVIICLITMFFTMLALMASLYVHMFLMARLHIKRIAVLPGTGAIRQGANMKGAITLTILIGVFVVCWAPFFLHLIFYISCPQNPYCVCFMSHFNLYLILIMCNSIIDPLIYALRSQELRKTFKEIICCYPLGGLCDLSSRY
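Material – human MC4R-expressing U2OS cells · Repeats – no replicates · Detection – TR-FRET with Eu-cAMP and labeled anti-cAMP, 671 nm · Times – compound 30 min, challenge 1 h, detection 1 h · Compound – single nominal compound dose of 6.5 µM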
MC4R ag barr = agonists of human melanocortin 4 receptor (MC4R) beta-arrestin | actives 0.98% (n = 360,000) | P32245 | activation, % at 8.9 µM | U2OS MC4R beta-arrestin complementation, luminescence; percent of melanotan II response, DMSO zero;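 active = activation above a per-plate cutoff, the mean activation of sample wells on that plate plus 3 SD, cut at about 8% in these data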
Exocytosis inh = blocks lytic granule exocytosis. TALL-104 LAMP-1 surface exposure, flow cytometry; cells stimulated with thapsigargin and PMA. inhibition, % at 10 µM. actives 0.66% (n = 360,000). AID 651702;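 active = inhibition above about 55%, limit read from the data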
Glyco luc inh = N-linked glycosylation inhibition | D54 ERlucT glycosylation luciferase reporter, 24 h; percent of 100 nM tunicamycin response | reporter increase, % at 12.5 µM | actives 0.23% (n = 360,000) | AID 588692;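 active = mean luciferase reporter signal, scaled so untreated is 0 and the glycosylation-blocking control 100, at or above a set limit in every replicate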;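 also: luciferase carries N-glycosylation sites so blocking glycosylation raises the light; 0% = median of neutral control wells and 100% = median of 100 nM tunicamycin wells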
iPSC survival up = increases survival of single human iPS cells. survival enhancement, % at 20 µM. AID 602274. actives 0.044% (n = 360,000). hiPSC single-cell survival, ATPlite luminescence; 100% = ROCK inhibitor wells, 0% = DMSO; in the data active = survival enhancement above about 18%;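 also: cells exposed to compounds for 16 hours before the ATP read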
aDG glyco act = increases alpha dystroglycan glycosylation; Pro5-aDG cells, alpha-DG glycosylation AlphaScreen (IIH6); 0% Pro5, 100% B10-LARGE cell signal; actives 0.22% (n = 360,000); activation, % at 10 µM;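 active = activation of at least 8% versus controls, or a plate z-score of at least 8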;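 also: Pro5 are CHO cells carrying HIG-tagged alpha-DG that lacks glycosylation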
ABCB6 inh 2 = inhibitors of human ABC transporter ABCB6 | K562-ABCB6 porphyrin accumulation, flow cytometry, 1 h; stronger effect = lower value | actives 0.19% (n = 360,000) | fluorescence ratio to DMSO, % at 10 µM | AID 602162;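 active = fluorescence ratio to DMSO below 75%, the collection mean minus 3 SD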;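 also: signal is porphyrin accumulated inside mitochondria; 100% equals median channel fluorescence of DMSO control wells; lower ratio means ABCB6 inhibition with less porphyrin fluorescence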
* hit, by the source's call; nt = not tested or not shown. This is a random part of the collection; any-hit rate near 4.5%.

Keys – A = ABHD5-PLIN5 inh; B = H9c2 protect; C = m5-HT2A agonist; D = MC4R antagonist; E = MC4R ag barr; F = Exocytosis inh; G = Glyco luc inh; H = iPSC survival up; I = aDG glyco act; J = ABCB6 inh 2
1) CCCCCNC(=O)c1nc(-c2c(F)cccc2F)oc1-c1ccccc1
  A = -9.8	B = nt	C = 8.8	D = nt	E = nt	F = -4.2	G = nt	H = nt	I = 2.9	J = nt

2) CCC(=O)NC(Nc1cc(C)cc(C)n1)(C(F)(F)F)C(F)(F)F
  A = 3.6	B = 4.1	C = 2.0	D = -10.0	E = 2.5	F = 5.4	G = 1.0	H = -0.8	I = -0.1	J = 98.0

3) O=C(NCc1ccncc1)c1cc(S(=O)(=O)N2CCOCC2)c(Cl)cc1Cl
  A = 9.8	B = 2.3	C = 2.5	D = 2.5	E = -3.0	F = -1.8	G = 0.7	H = -0.4	I = 0.2	J = 99.0

4) C[N+]1([O-])[C@@H]2Cc3cc4c(cc3[C@@H]1Cc1cc3c(cc12)OCO3)OCO4 (stereo partly drawn)
  A = 1.4	B = 1.6	C = -2.2	D = 4.2	E = -1.0	F = 6.2	G = 1.6	H = 2.9	I = 0.1	J = 96.0

5) Cc1ccnc(NS(=O)(=O)c2ccc(NC(=O)c3ccc(S(=O)(=O)N4CC(C)OC(C)C4)cc3)cc2)n1 (stereo not drawn)
  A = -0.3	B = 3.0	C = 2.6	D = -6.2	E = -0.8	F = -1.2	G = 0.5	H = 2.1	I = -0.2	J = 100.0

6) C=CCn1c(-c2ccoc2C)n[nH]c1=S
  A = -1.9	B = 2.8	C = 1.9	D = 4.7	E = 0.0	F = -2.5	G = 1.0	H = -1.9	I = -0.1	J = 99.0

7) CCCCn1c(=O)[nH]c(=O)c2c1nc(-c1ccsc1)n2Cc1ccccc1
  A = -1.5	B = 11.1	C = -0.7	D = 5.4	E = -0.1	F = -1.3	G = -1.1	H = -3.4	I = 0.3	J = 105.0

8) COc1ccc(C2(C)NC(=O)N(CC(=O)Nc3c(C)n(C)n(-c4ccccc4)c3=O)C2=O)cc1 (stereo not drawn)
  A = -12.6	B = -0.6	C = -2.9	D = 4.7	E = -1.6	F = -1.2	G = 1.7	H = -0.6	I = 0.0	J = 103.0

9) O=C(NNc1ccc([N+](=O)[O-])cc1)C1CC2CCCC(C1)C2=O (stereo not drawn)
  A = -9.2	B = -0.1	C = -0.9	D = 1.1	E = -3.0	F = -0.8	G = 1.9	H = -1.1	I = -0.2	J = 99.0

10) CCCCn1c(NCc2ccc(OC)cc2O)nc2ccccc21
  A = -1.1	B = -6.0	C = -3.5	D = 9.1	E = -2.0	F = 17.6	G = -2.2	H = 2.3	I = 0.5	J = 99.0

11) O=C(COC(=O)c1ccc2c(c1)S(=O)(=O)N=C1CCCCCN12)NCc1cccs1
  A = -7.6	B = -0.1	C = -0.6	D = 9.4	E = 2.3	F = 7.2	G = 1.8	H = 0.7	I = -0.2	J = 91.0

12) CCC1SC2=NCCN2C1(O)c1ccc(Cl)cc1 (stereo not drawn)
  A = -8.0	B = -0.4	C = -1.5	D = 21.0	E = -0.1	F = 1.5	G = 2.9	H = -1.1	I = 0.2	J = 105.0

13) O=C1CC2c3ccccc3C1C1C(=O)N(Cc3ccccc3)C(=O)C21 (stereo not drawn)
  A = 1.6	B = 7.1	C = -0.1	D = 3.8	E = -0.7	F = 0.4	G = -1.5	H = 0.0	I = 0.0	J = 97.0

14) CC1(c2nnc(-c3ccc(F)cc3)o2)CC(c2c(Cl)cccc2Cl)=NO1 (stereo not drawn)
  A = -3.3	B = -3.7	C = -5.3	D = -3.8	E = 0.6	F = -15.7	G = -2.0	H = 1.3	I = 0.1	J = 95.0

15) O=C(O)CSc1nnc(-c2cccc(S(=O)(=O)N3CCOCC3)c2)n1-c1ccc(F)cc1
  A = 7.4	B = 4.5	C = 6.6	D = -1.3	E = -0.7	F = -0.9	G = 0.2	H = 0.9	I = 0.1	J = 99.0

16) CCCNC(=S)Nc1c(C)n(C)n(-c2ccccc2)c1=O
  A = 3.0	B = -5.1	C = 2.6	D = -3.3	E = 0.1	F = 2.4	G = 1.2	H = 1.2	I = -0.4	J = 100.0

17) N#CCC(=O)NNc1c([N+](=O)[O-])cc(C(F)(F)F)cc1[N+](=O)[O-]
  A = 6.9	B = -1.1	C = -8.6	D = -7.9	E = -3.1	F = 13.0	G = -3.3	H = -0.4	I = 0.0	J = 101.0

18) COc1ccc(S(=O)(=O)NC(CCSC)C(=O)NC2CCCCC2)cc1 (stereo not drawn)
  A = 1.4	B = -1.8	C = -0.2	D = 6.3	E = -0.2	F = -1.0	G = -3.5	H = -0.5	I = 0.3	J = 97.0

19) CCOC(=O)N1CCN(C(=O)CN(c2ccc3c(c2)OCO3)S(C)(=O)=O)CC1
  A = 13.3	B = 4.3	C = 5.1	D = -0.7	E = -0.7	F = -3.0	G = -0.7	H = -1.7	I = -0.1	J = 97.0

20) CCC(C)(C(=O)NC1CCCCC1)N(CC1CCCO1)C(=O)CNC(=O)c1ccccc1 (stereo not drawn)
  A = -1.5	B = -0.4	C = 6.1	D = -4.3	E = -1.1	F = 4.1	G = 0.0	H = -2.2	I = 0.2	J = 86.0

Exported in transposed form: entries from further up
[11] O=C(COC(=O)c1ccc2c(c1)S(=O)(=O)N=C1CCCCCN12)NCc1cccs1
[12] CCC1SC2=NCCN2C1(O)c1ccc(Cl)cc1 (stereo not drawn)
[13] O=C1CC2c3ccccc3C1C1C(=O)N(Cc3ccccc3)C(=O)C21 (stereo not drawn)
[14] CC1(c2nnc(-c3ccc(F)cc3)o2)CC(c2c(Cl)cccc2Cl)=NO1 (stereo not drawn)
[15] O=C(O)CSc1nnc(-c2cccc(S(=O)(=O)N3CCOCC3)c2)n1-c1ccc(F)cc1
[16] CCCNC(=S)Nc1c(C)n(C)n(-c2ccccc2)c1=O
[17] N#CCC(=O)NNc1c([N+](=O)[O-])cc(C(F)(F)F)cc1[N+](=O)[O-]

| Assay by compound | 11 | 12 | 13 | 14 | 15 | 16 | 17 |
| --- | --- | --- | --- | --- | --- | --- | --- |
| ABHD5-PLIN5 inh | -7.6 | -8.0 | 1.6 | -3.3 | 7.4 | 3.0 | 6.9 |
| H9c2 protect | -0.1 | -0.4 | 7.1 | -3.7 | 4.5 | -5.1 | -1.1 |
| m5-HT2A agonist | -0.6 | -1.5 | -0.1 | -5.3 | 6.6 | 2.6 | -8.6 |
| MC4R antagonist | 9.4 | 21.0 | 3.8 | -3.8 | -1.3 | -3.3 | -7.9 |
| MC4R ag barr | 2.3 | -0.1 | -0.7 | 0.6 | -0.7 | 0.1 | -3.1 |
| Exocytosis inh | 7.2 | 1.5 | 0.4 | -15.7 | -0.9 | 2.4 | 13.0 |
| Glyco luc inh | 1.8 | 2.9 | -1.5 | -2.0 | 0.2 | 1.2 | -3.3 |
| iPSC survival up | 0.7 | -1.1 | 0.0 | 1.3 | 0.9 | 1.2 | -0.4 |
| aDG glyco act | -0.2 | 0.2 | 0.0 | 0.1 | 0.1 | -0.4 | 0.0 |
| ABCB6 inh 2 | 91.0 | 105.0 | 97.0 | 95.0 | 99.0 | 100.0 | 101.0 |

[18] COc1ccc(S(=O)(=O)NC(CCSC)C(=O)NC2CCCCC2)cc1 (stereo not drawn)
[19] CCOC(=O)N1CCN(C(=O)CN(c2ccc3c(c2)OCO3)S(C)(=O)=O)CC1

| Assay by compound | 18 | 19 |
| --- | --- | --- |
| ABHD5-PLIN5 inh | 1.4 | 13.3 |
| H9c2 protect | -1.8 | 4.3 |
| m5-HT2A agonist | -0.2 | 5.1 |
| MC4R antagonist | 6.3 | -0.7 |
| MC4R ag barr | -0.2 | -0.7 |
| Exocytosis inh | -1.0 | -3.0 |
| Glyco luc inh | -3.5 | -0.7 |
| iPSC survival up | -0.5 | -1.7 |
| aDG glyco act | 0.3 | -0.1 |
| ABCB6 inh 2 | 97.0 | 97.0 |

Going on with the list:
Keys – A = ABHD5-PLIN5 inh; B = H9c2 protect; C = m5-HT2A agonist; D = MC4R antagonist; E = MC4R ag barr; F = Exocytosis inh; G = Glyco luc inh; H = iPSC survival up; I = aDG glyco act; J = ABCB6 inh 2
21) CC(SCc1ccccc1)C(=O)Nc1ccccc1Br (stereo not drawn)
  A = -2.5	B = -5.5	C = 0.4	D = 12.3	E = 5.4	F = 3.0	G = -1.8	H = 0.3	I = 0.1	J = 100.0

22) CCC/C(O)=C1\C(=O)CCCC1=NCCCCCC(=O)O
  A = 0.3	B = 11.0	C = -1.5	D = 1.3	E = -3.4	F = 0.1	G = 1.4	H = 1.2	I = 0.0	J = 89.0

23) C[C@H](NC(=O)NCc1cccs1)C(=O)O
  A = 8.7	B = 3.6	C = 12.4	D = 12.2	E = -0.7	F = 3.8	G = 3.5	H = -2.9	I = -0.1	J = 100.0

24) CC(=O)Nc1cccc(-c2csc(NCc3ccccc3)n2)c1
  A = -1.4	B = -9.2	C = -2.3	D = -4.5	E = -1.2	F = 2.0	G = -1.7	H = 0.1	I = 0.5	J = 95.0

25) COc1ccc(N2CCN(C(=O)CN3C(=O)COc4ccccc43)CC2)cc1
  A = 10.1	B = 4.1	C = -3.2	D = 1.2	E = -1.9	F = -10.3	G = -1.1	H = -0.6	I = 0.2	J = 99.0

Source: PubChem (several laboratories)
